S3 lipid droplet = qHTS Assay for Lipid Storage Modulators in Drosophila S3 Cells. 0.64% of 320,000 active. lipid storage change, negative = inhibition, % at the top dose, mostly 46.1 µM; hits show Potency in µM. Drosophila S3 cells, BODIPY lipid droplet fluorescence, 18-24 h; cells fed with added oleic acid; active means well fitted inhibition curve with a large enough effect in the signal ratio, with a control signal flat, not every such curve was filed as active; inconclusive means small, poorly fitted or top-dose-only effect, or effect the other way, or a change in a side signal; the % refers to the signal ratio
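Drosophila S3 cells loaded with oleic acid (400 uM, as added) and compounds at several concentrations; lipid droplets imaged by 488-nm laser-scanning cytometry, 500–530 nm intensity and object ratio to cell channel. Percent activity normalized to 20 uM Triacsin C.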
S3 lipid droplet cell count max = also measured in S3 lipid droplet; calls as there; cell number change, %; measured here: cell count max response;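 cells counted by Cell Tracker Red CMTPX staining in the red channel; peak over a dose series mostly up to 46.1 µM; percent activity relative to internal control wells on each plate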
* marks the source's active call; other numbers are inactive results; i = inactive; ? = inconclusive; . = not tested or not shown. On the % scale 0 is the no-effect control and ±100 the full control effect; potency means the concentration at half of the fitted maximal effect. Only part of the results is shown (hit frequency here may not be typical).

SMILES | S3 lipid droplet | S3 lipid droplet cell count max
CN1CCC(NC(=S)Nc2cccc([N+](=O)[O-])c2)CC1 | ? | .
CCOC(=O)c1c(NC(=O)C(C)N2CCN(S(=O)(=O)c3cccs3)CC2)sc2c1CCC(C)C2 (stereo unspecified) | ? | .
Nc1c(C(=O)c2ccccc2O)cnn1-c1ccc(S(=O)(=O)N2CCOCC2)cc1[N+](=O)[O-] | ? | .
COc1ccc(Cc2nc(C(=O)Nc3ccc(OC)cc3)cs2)cc1 | ? | .
Cc1nnc(SCC(=O)N2CCOCC2)n1C | -2% | 4
CCC(CC)NC(=O)c1cccc(Oc2ccccc2)c1 | ? | .
COc1cccc(OCC(=O)NNC(=O)c2ccc3ccccc3c2O)c1 | i | 12
CCc1cccc2c(C(=O)COC(=O)/C=C/c3ccccc3OC)c[nH]c12 | -6% | 8
C=C1N(c2ccc(Cl)cc2)C(=O)OC1(C)C | ? | .
C#CC[N+](C)(C)CCCCCCCCCCCC | ? | .
Cc1cc(Br)ccc1NC(=O)CCN1C(=O)c2ccncc2C1=O | ? | .
Nc1ccc(N2CCN(c3ccccc3)CC2)c(F)c1 | ? | .
CCOc1c(Br)cc(C(=O)OCC(=O)N2CCc3ccccc3C2)cc1OC | ? | .
O=C(Nc1cc(C(F)(F)F)ccc1-n1cncn1)c1ccc([N+](=O)[O-])o1 | ? | .
CCOc1ccc(C)cc1S(=O)(=O)NC1CCCCCC1 | ? | .
CCOc1ccccc1NC(=O)c1cc(C(=O)Nc2ccccc2OCC)cc(N2C(=O)CCC2=O)c1 | ? | .
O=c1c2ccccc2nc(/C=C/c2ccc(Cl)cc2)n1CCO | ? | .
CC(=O)Nc1ccc(NC(=O)C2CCCN2C(=O)Nc2ccc(F)c([N+](=O)[O-])c2)cc1 (stereo unspecified) | ? | .
C=CCn1c(SCC(=O)O)nnc1-c1cccc(Cl)c1 | i | .
Cc1ccccc1NC(=O)CC(=O)c1ccccc1 | ? | .
CCN(C(=O)COC(=O)/C=C/c1cccc([N+](=O)[O-])c1)c1c(N)n(Cc2ccccc2)c(=O)[nH]c1=O | 12% | -17
CCn1c(COc2ccc(C(C)C)cc2)nnc1SCC(=O)Nc1nccs1 | ? | .
CCOc1ccc(S(=O)(=O)Nc2ccc(C(=O)N(C)CC(=O)Nc3ccc(OC)cc3)cc2)cc1 | 28% | 3
Cc1ccc(OCC(=O)O/N=C(\N)c2cccc([N+](=O)[O-])c2)cc1C | -1% | -3
CCOC(=O)C1(Cc2cccc(OC)c2)CCN(Cc2csc(C(C)=O)c2)CC1 | 16% | 3
Cc1nc(-c2ccccn2)nc(N(C)c2ccccc2)c1Cl | 2% | .
CNCc1ccccc1Sc1ccc(OC)c(OC)c1 | ? | .
Cc1cc(=O)oc(C)c1C(=O)N[C@@H]1CCCCNC1=O | -30% | -9
COc1ccc(NC(=O)Cc2c(C(=O)O)n(C)c3ccccc23)cc1OC | ? | .
CCCc1nnc2n1N=C(c1ccc(C)cc1)CS2 | 26% | -16
Cc1[nH]c(=O)[nH]c1C(=O)CCCCC(=O)O | -1% | -1
Cc1ccc(S(=O)(=O)c2ccccc2)cc1S | ? | .
O=C(O)CCN1C(=O)c2ccc(NC(=O)CSc3ccc(Cl)cc3)cc2C1=O | i | -9
C[C@@H]1CC=C[C@H]2[C@H]1C(=O)N(Cc1ccccc1)[C@H]2c1ccc(F)c(Br)c1 | ? | .
COc1ccccc1OCc1ccc(C(=O)NC2CCCCC2)o1 | ? | .
CCCOc1ccc(S(=O)(=O)N2CCN(C)CC2)c2ccccc12 | 6% | 6
CC(C)N1CCc2c(sc(NC(=S)NC(=O)c3ccccc3)c2C#N)C1 | -27% | 1
COc1ccc(/C=C2\SC(=O)N(CCNC(=O)Cc3coc4cc(C)ccc34)C2=O)cc1OC | ? | .
O=c1nc2cccc3c2=c(/c1=C(\O)c1ccccc1)c1ccccc1c3=O | 4% | 11
Cn1c(CN2CCCCC2)nc2cc(NS(=O)(=O)c3ccc(F)cc3)ccc21 | 12% | 9
Nn1c(SCc2cccc(Oc3ccccc3)c2)nnc1C(F)(F)F | ? | .
NS(=O)(=O)c1ccc(NC(=O)CN2CCN(S(=O)(=O)/C=C/c3ccccc3)CC2)cc1 | 9% | 13
Cc1ccc(S(=O)(=O)N(C)c2ccc(C(=O)Nc3cccnc3)cc2)cc1 | ? | .
CCc1nc(N)c(C#N)c(-c2ccc(O)c(OC)c2)c1C | 13% | -4
C=CCn1c(SC(C)C(=O)NC2(C#N)CCCCC2)nnc1-c1ccc(OC)cc1 (stereo unspecified) | ? | .
COCCNC(=O)c1ccc2c(=O)n(Cc3ccco3)c(SCC(=O)NC3CCCCC3)nc2c1 | ? | .
C/C(=N\NC(=O)c1c(C)nc2ccccn12)c1ccccc1F | ? | .
CCOC(=O)Cn1ncn(-c2ccc(OC(F)(F)F)cc2)c1=O | 9% | 0
CCCCn1c(N)c(N(CC(C)C)C(=O)c2oc3ccc(OC)cc3c2C)c(=O)[nH]c1=O | ? | .
CCOc1ccc(NCc2nnc(SCc3ccccc3Cl)n2-c2ccccc2)cc1 | 8% | -6
COCCCNC(=S)NNC(=O)c1cc(Cl)c(O)c(Cl)c1 | -10% | -7
Cc1c(NC(=O)CSc2ccc3ccccc3n2)c(=O)n(-c2ccccc2)n1C | ? | .
CC1(C)CC(=O)N(CC(=O)NCc2ccc(F)cc2)c2ccccc2S1(=O)=O | ? | .
CCCN1CCN(C(=O)C2CCN(S(=O)(=O)c3c(C)noc3/C=C/c3ccc(C)cc3)CC2)CC1 | ? | .
CC(NC(=O)c1ccc(Br)o1)C1CCCO1 (stereo unspecified) | 1% | -2
CSc1ccc(S(=O)(=O)NCC(=O)OCC(=O)N2CC(C)CC(C)C2)cc1[N+](=O)[O-] (stereo unspecified) | 21% | .
CC1CC(C)CN(CCCNS(=O)(=O)c2ccc3c(c2)oc(=O)n3C)C1 (stereo unspecified) | 3% | 6
Oc1ccc(C2=NNC(c3ccc(O)cc3)=NN2)cc1 | ? | .
COc1ccc(C(=O)O)cc1S(=O)(=O)NC(C)C12CC3CC(CC(C3)C1)C2 (stereo unspecified) | 19% | -10
COc1ccc(SCC(=O)Nc2ccc(N3CCN(C)CC3)c(F)c2)cc1 | 11% | 10
Further structures
SMILES | S3 lipid droplet | S3 lipid droplet cell count max
CC(C)Nc1ccc(C(CC(N)=O)NC(=O)c2ccc(Br)cc2)cc1[N+](=O)[O-] (stereo unspecified) | ? | .
COc1ccc(C(=O)NC(=O)COC(=O)C2COc3ccccc3O2)cc1 (stereo unspecified) | ? | .
CCOc1ccc(S(=O)(=O)N2CCOCC2)cc1NC(=O)C1=COCCO1 | ? | .
O=S1(=O)CCN(Cc2ccccn2)CC1 | i | -3
C/C(=N\NC(=O)c1ccoc1C)c1ccc(Cl)s1 | ? | .
O=C(CCNC(=O)c1ccco1)Nc1ccccc1OC(F)F | ? | .
CCOc1ccc(S(=O)(=O)N2CCC(C(=O)NCc3cccnc3)CC2)cc1Cl | ? | .
Cc1ccc(NS(=O)(=O)c2cc(NC(=O)c3ccc4c(c3)NC(=O)CS4)ccc2C)c(C)c1 | ? | .
COc1ccccc1N1CCN(C(=O)C(=O)c2c(C)[nH]c3ccccc23)CC1 | ? | .
COc1cccc(NC(=O)NCCC2=CCCCC2)c1 | ? | .
CCCn1c(C(O)c2ccc(C)cc2)nc2ccccc21 (stereo unspecified) | ? | .
CCCCNC(=O)c1onc(CSc2ccccc2C)c1C(=O)O | 10% | -7
COc1ccc(C(=O)Nc2ccccc2C(=O)NCCCn2ccnc2)cc1 | ? | .
Cc1ccc(S(=O)(=O)NC(=O)c2ccc(Br)o2)cc1 | -2% | 3
COc1ccc2nc(C)cc(SCC(=O)N/N=C/c3cccc4ccccc34)c2c1 | ? | .
COc1ccccc1NC(=O)c1c(C)oc2c1CCCC2 | 5% | -4
O=C(CCn1cnc2ccccc21)N=Nc1c(O)[nH]c2ccccc12 | ? | .
Oc1ccc(Cl)cc1CNc1ccc(Br)cn1 | ? | .
O=C(COc1ccc(Cl)cc1)Nc1ccccc1C(=O)NCc1cccnc1 | ? | .
CCc1sc(/C=C(/C#N)C(N)=S)cc1[N+](=O)[O-] | 6% | -2
COc1ccc2c(=O)c3c(=O)n(Cc4ccco4)c(-c4cc(OC)c(OC)c(OC)c4)nc3oc2c1 | 6% | 1
CCCN(Cc1ccccc1)C(=S)Nc1ccc(OC(F)F)cc1 | 0% | 0
O=C(Nc1cc(C(=O)Nc2ccccc2C(=O)O)cc(C(=O)Nc2ccccc2C(=O)O)c1)c1ccccc1 | ? | .
Nc1c(C(=O)CSc2nnc(Nc3ccc(F)cc3)s2)c(=O)[nH]c(=O)n1C1CC1 | ? | .
COC(=O)c1ccc(Oc2cc(C)nc(Cl)n2)cc1 | 2% | 11
COCc1[nH]c(=S)c(C#N)cc1C(=O)OC | 4% | 20
CCCCn1c(=O)[nH]c(=O)c2c1ncn2Cc1ccco1 | i | .
O=C(NNC(=S)Nc1ccc(Br)cc1)c1ccc(N2CCOCC2)c([N+](=O)[O-])c1 | 16% | 23
NC(=O)c1ccsc1NC(=O)COC(=O)c1nc(Cl)ccc1Cl | ? | .
c1ccc(C2NCCn3cccc32)cc1 (stereo unspecified) | ? | .
CC(C)(C)NS(=O)(=O)c1ccc(NC(=O)C(Sc2ccccc2)c2ccccc2)cc1 (stereo unspecified) | ? | .
CC(=O)OC1CSC2c3ccccc3C(=O)N2Cc2sccc21 (stereo unspecified) | 13% | 10
C[N+](C)(C)C/C=C1/COCO1 | -10% | -3
CN(C)CCCNS(=O)(=O)c1ccc(N2CCN(Cc3ccc4c(c3)OCO4)CC2)c([N+](=O)[O-])c1 | i | -4
O=C(Nc1nc(-c2ccccn2)cs1)c1cccc(-n2cnnn2)c1 | ? | .
O=C(COC(=O)c1ccc(NS(=O)(=O)c2ccc3c(c2)OCCO3)cc1)NC1CC1 | ? | .
O=C(OCC(=O)c1ccc(Cl)s1)c1ccccn1 | 1% | -1
Oc1ccc(O)c(-c2cnns2)c1 | ? | .
O=C(NC(=S)N(CCO)Cc1ccccc1)c1ccc(S(=O)(=O)N2CCCC2)cc1 | ? | .
O=C(Nc1ccc2c(c1)OCO2)C1(S(=O)(=O)c2ccc(Cl)cc2)CC1 | 23% | -2

Of the compounds above, these have bromine:
SMILES | S3 lipid droplet | S3 lipid droplet cell count max
Cc1cc(Br)ccc1NC(=O)CCN1C(=O)c2ccncc2C1=O | ? | .
CCOc1c(Br)cc(C(=O)OCC(=O)N2CCc3ccccc3C2)cc1OC | ? | .
C[C@@H]1CC=C[C@H]2[C@H]1C(=O)N(Cc1ccccc1)[C@H]2c1ccc(F)c(Br)c1 | ? | .
CC(NC(=O)c1ccc(Br)o1)C1CCCO1 (stereo unspecified) | 1% | -2
CC(C)Nc1ccc(C(CC(N)=O)NC(=O)c2ccc(Br)cc2)cc1[N+](=O)[O-] (stereo unspecified) | ? | .
Cc1ccc(S(=O)(=O)NC(=O)c2ccc(Br)o2)cc1 | -2% | 3
Oc1ccc(Cl)cc1CNc1ccc(Br)cn1 | ? | .
O=C(NNC(=S)Nc1ccc(Br)cc1)c1ccc(N2CCOCC2)c([N+](=O)[O-])c1 | 16% | 23

Other structures follow:
SMILES | S3 lipid droplet | S3 lipid droplet cell count max
COCCCNC(=O)CN1C(=O)/C(=C/c2ccccc2C)Sc2ccccc21 | ? | .
COc1c(C)cccc1C(=O)NC(=S)Nc1ccc2c(c1)Cc1ccccc1-2 | 17% | 12
O=C(c1ccc(Cn2c(=O)[nH]c3ccccc3c2=O)cc1)N1CCN(c2ccccc2)CC1 | ? | .
O=S(=O)(c1ccc(F)cc1)N1CCN(CC2CC3C=CC2C3)CC1 (stereo unspecified) | ? | .
COc1ccc(CCNS(=O)(=O)c2ccc3c(c2)n(C)c(=O)c(=O)n3C)cc1OC | ? | .
COc1ccccc1NC(=O)NC(N)=O | ? | .
CN(C1CCCCC1)S(=O)(=O)c1ccc2c(c1)c(=O)c(C(=O)N1CCc3ccccc3C1)cn2C | ? | .
Cc1scc(C(=O)O)c1-c1c(C(=O)O)csc1C | -14% | .
CSCC(=O)N1CCCC(N2CCN(c3cccc(C(F)(F)F)c3)CC2)C1 (stereo unspecified) | 13µM* | 7.3*
CCCOc1ccc(-c2nc(-c3ccc(N)cc3)cs2)cc1 | 4% | -3
CCN(CC)C(=O)Oc1ccc2ccccc2c1Br | 6% | -16
N#Cc1c(N)oc(-c2ccc3c(c2)OCO3)c1-c1ccc2c(c1)OCO2 | ? | .
Cn1c(SCc2ccccc2)nnc1-c1cnccn1 | ? | .
CCOC(=O)c1c(NC(=O)COC(=O)c2ccccn2)sc2c1CCC2 | 14% | -10
C=CCn1c(=O)c2ccccc2n2c(SCC(=O)Nc3sc(C)c(CC)c3C(=O)OCC)nnc12 | 4% | -2
CC(C)(C)OC(=O)NCC12C=CC(O1)C1C(=O)N(Cc3ccccc3)C(=O)C12 (stereo unspecified) | -5% | -22

Compound profiles, from the list above. Screens in order: S3 lipid droplet	S3 lipid droplet cell count max
CCOc1c(Br)cc(C(=O)OCC(=O)N2CCc3ccccc3C2)cc1OC across the screens: ?	.
COc1ccc2nc(C)cc(SCC(=O)N/N=C/c3cccc4ccccc34)c2c1 across the screens: ?	.
Cc1cc(=O)oc(C)c1C(=O)N[C@@H]1CCCCNC1=O across the screens: -30%	-9
